Screening results from PubChem.
RGS8-Gao: human RGS8-Galphao interaction regulation; P09471; multiplexed bead flow cytometry, RGS8-Galphao binding; actives lie on both sides; response (percent of control binding), % at 10 µM; hit rate 0.34% among 220,000; in the data active = response below about 60% or above about 140%; inactive = in between;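 note: Galphao activated as the GDP aluminium fluoride complex binding bead-coupled RGS8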
Target sequence (P09471 whole entry, looked up): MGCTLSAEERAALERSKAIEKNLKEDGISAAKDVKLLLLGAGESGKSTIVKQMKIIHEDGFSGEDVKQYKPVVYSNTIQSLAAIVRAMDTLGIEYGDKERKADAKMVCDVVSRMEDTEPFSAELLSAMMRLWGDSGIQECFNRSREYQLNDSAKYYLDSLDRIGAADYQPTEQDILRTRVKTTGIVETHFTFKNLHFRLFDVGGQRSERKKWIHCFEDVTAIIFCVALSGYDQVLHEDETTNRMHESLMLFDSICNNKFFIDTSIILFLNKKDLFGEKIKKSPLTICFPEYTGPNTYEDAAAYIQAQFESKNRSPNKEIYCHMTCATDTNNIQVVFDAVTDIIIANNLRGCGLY
RGS7-Gao: modulates binding of RGS7 to human Galphao | hit rate 0.35% among 220,000 | Multiplexed bead flow cytometry; actives lie on both sides | binding response (% of control), % at 10 µM | AID 1439 | P09471; in the data active = binding response below about 49% or above about 150%; inconclusive = no clear call, values can overlap the other calls; inactive = in between;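 note: fluorescent Galphao held in activated GDP-AlF4 state binding bead-coupled RGS7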
RGS4-Gao reg: modulates binding of RGS4 to human Galphao; Multiplexed bead flow cytometry; actives lie on both sides; binding response (% of control), % at 10 µM; hit rate 0.33% among 220,000; AID 1415; in the data active = binding response below about 49% or above about 150%; inactive = in between;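 note: fluorescent Galphao activated with aluminum fluoride binding bead-coupled RGS4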
Mcl1 Bid PPI: disrupts binding of human Mcl-1 to Bid peptide; hit rate 0.97% among 220,000; TR-FRET Mcl-1/Bid-Dy647 peptide binding, 1536-well; inhibition, % at 21.7 µM; AID 1021; Q07820;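 active = compounds that cut the binding signal by more than half at the single screening dose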;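 note: His-tagged Mcl-1 with europium anti-His antibody binding Bid BH3 peptide; 0% = Mcl-1 plus peptide wells and 100% = peptide-only wells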
Target sequence (Q07820 whole entry, looked up): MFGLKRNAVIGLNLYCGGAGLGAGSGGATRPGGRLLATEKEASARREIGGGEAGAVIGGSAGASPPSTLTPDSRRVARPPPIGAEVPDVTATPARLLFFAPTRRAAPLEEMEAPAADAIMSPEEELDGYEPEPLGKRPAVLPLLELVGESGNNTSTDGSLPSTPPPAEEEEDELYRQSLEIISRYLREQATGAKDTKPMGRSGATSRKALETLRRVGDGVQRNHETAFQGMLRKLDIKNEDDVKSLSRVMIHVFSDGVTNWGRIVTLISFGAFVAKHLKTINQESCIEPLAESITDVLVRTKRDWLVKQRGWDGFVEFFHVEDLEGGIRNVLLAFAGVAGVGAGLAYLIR
* = called active by the depositor; ? = inconclusive; . = no result given; [ ] = another dose, or the depositor's remark. An excerpt. The share of hits here may be higher or lower than overall.

SMILES	RGS8-Gao	RGS7-Gao	RGS4-Gao reg	Mcl1 Bid PPI
CC(C)Sc1nc(SCC(=O)O)c2c3c(sc2n1)COC(C)(C)C3	100	?	102	7
COc1ccccc1N1CC(C)(C)C(=O)N(C(=O)c2ccc(Cl)cc2)C1=S	100	?	103	-12
CCCCCC/C=C/c1ccc([C@H]2[C@H]3C=CC[C@@H](C)[C@@H]3C(=O)N2Cc2ccccc2)c(F)c1	104	?	105	-78
CCOC(=O)c1ccccc1NC(=O)CN1CCC(n2nnc3cc(C(F)(F)F)ccc32)CC1	107	?	103	-8
CSc1nc(N)n2nc(-c3ccccc3)cc2n1	107	?	106	2
CSCCCNC(=O)c1ccc(OC2CCN(C(=O)c3cccnc3)CC2)cc1	98	?	94	-57
CC(C)c1nc2c(c(=O)n(C)c(=O)n2C)n1C	101	?	99	17
O=C(COC(=O)CCc1nc2ccccc2c(=O)[nH]1)Nc1ccc(N2CCOCC2)cc1	102	?	103	-53
O=C(N/N=C/c1sc(=O)[nH]c1-[n+]1ccccc1)c1ccccc1[O-]	104	?	109	-12
CC(=O)NCCc1nc2ccccc2n1Cc1cccc(C)c1	102	?	104	3
O=C(NCC1CC1)Nc1cccs1	100	?	102	-47
CCCCOc1ccc(OC(=O)Nc2cc(Cl)ccc2OC)cc1	104	?	104	-122
Cn1c(-c2cc3ccccc3oc2=O)nc2ccccc21	99	?	98	-7
CC(=O)c1ccc(NC(=O)C(Cc2ccccc2)n2cccc2)cc1 (stereo not given)	97	?	95	-44
COc1cc(C(=O)O/N=C(\N)Cc2ccc([N+](=O)[O-])cc2)cc(OC)c1OC	98	.	102	-18
CCSc1nc2sc3c(c2c2[n+]1CC(CBr)O2)CCCC3 (stereo not given)	97	?	100	15
Cc1ccc(F)cc1S(=O)(=O)NCc1ccc(N2CCN(C)CC2)cc1	110	?	123	-9
Clc1ccc(-c2c[n+](Cc3ccc(Cl)cc3Cl)c3n2CCCCC3)cc1	103	?	107	-3
CC1(C)SC(=S)N(/N=C/c2ccccc2O)C1N(O)C(=O)Nc1ccccc1 (stereo not given)	101	?	101	-46
C=CCSc1nc2c(cnn2-c2ccccc2)c(=O)n1N	101	?	99	-13
COc1ccc(NC(=S)Nc2ccccc2)cc1	99	?	102	-74
CC1(C)Cc2cccc(C(=O)Nc3ccncc3)c2O1	101	?	100	-9
COc1cc(Br)c(Br)c(Br)c1N	103	?	102	-4
COC(=O)c1sc(C(F)(F)F)c(-c2ccccc2)c1S(=O)(=O)NC(C)(C)C	96	?	94	-9
CCCCCCCCSc1nnc(/N=C/N(C)C)s1	99	?	100	-6

Fetched one by one from the entries so far (four):
SMILES	RGS8-Gao	RGS7-Gao	RGS4-Gao reg	Mcl1 Bid PPI
Clc1ccc(-c2c[n+](Cc3ccc(Cl)cc3Cl)c3n2CCCCC3)cc1	103	?	107	-3
CCCCCC/C=C/c1ccc([C@H]2[C@H]3C=CC[C@@H](C)[C@@H]3C(=O)N2Cc2ccccc2)c(F)c1	104	?	105	-78
COc1cc(C(=O)O/N=C(\N)Cc2ccc([N+](=O)[O-])cc2)cc(OC)c1OC	98	.	102	-18
CCOC(=O)c1ccccc1NC(=O)CN1CCC(n2nnc3cc(C(F)(F)F)ccc32)CC1	107	?	103	-8

(further entries)
SMILES	RGS8-Gao	RGS7-Gao	RGS4-Gao reg	Mcl1 Bid PPI
CCOc1ccc2oc(C(=O)O)c(C)c2c1	103	?	104	-7
O=C(O)Cc1ccc(O)c(O)c1	92	?	98	-65
CC(=O)Nc1cccc(Oc2ncccc2[N+](=O)[O-])c1	94	?	94	-14
NS(=O)(=O)c1ccc(Sc2nc3ccccc3s2)c([N+](=O)[O-])c1	95	?	94	-14
C=C(C)C(=O)Nc1ccc2c(c1)OCCOCCOCCO2	99	.	94	-34
Cc1ccc(Nc2nc(=O)c3cccnc3s2)cc1	99	97	98	-18
CC(=O)Nc1sc(N/N=C\c2ccc(O)cc2)nc1-c1cccs1	103	?	102	-71
CS(=O)(=O)NCc1nnc(SCc2ccc(C(F)(F)F)cc2)o1	99	?	98	-12
Cc1nn2c(NCc3ccccn3)c3c(nc2c1-c1ccccc1)CCC3	99	?	99	-209
O=C(O)c1ccccc1N/N=C/c1cc(Br)cc(Br)c1O	102	?	102	20
COc1ccc(CNC(=O)COC(=O)CCC(=O)c2cccs2)cc1	100	?	100	7
CC(C)(C)c1ccc(NC(=S)NCc2cccnc2)cc1	99	?	106	-26
N#CCC(=O)N/N=C/c1cn(Cc2cccc3ccccc23)c2ccccc12	98	?	88	-4
CC1(C)CC(NCCC(c2ccccc2)c2ccco2)CCO1 (stereo not given)	94	?	94	-31
COc1ccc(NC(=O)C(Cc2ccccc2)n2cccc2)c(OC)c1 (stereo not given)	103	?	101	-106
O=S(=O)(NCc1csc(-c2cccs2)n1)c1ccc(Cl)cc1	104	?	110	1
Cc1c(-c2ccc(O)cc2)nc2nc(-c3ccccc3)c(-c3ccccc3)nn12	100	?	102	-10
Cc1cc(C)nc(NC(=O)c2ccc(Cl)c([N+](=O)[O-])c2)n1	101	?	101	-14
CCn1cc(S(=O)(=O)CC(=O)N2CCc3ccccc32)c2ccccc21	100	?	103	-35
Cc1ccc(CNc2nc(N)c([N+](=O)[O-])c(NCCO)n2)cc1	103	?	100	-11
NNC(=O)c1[nH]c2ccc(Cl)cc2c1-c1ccccc1	101	?	103	-14
O=C(O)CC(NCc1ccco1)C(=O)Nc1cccc(O)c1 (stereo not given)	103	?	105	-64
Cc1ccc(C)c2c1c1ccccc1n2C	98	?	96	-5
NNC(=O)CSCc1nc(-c2ccccc2)cs1	95	?	93	-19
COc1ccc(C2NC(=S)NC3=C2N2CCC3CC2)cc1 (stereo not given)	102	?	100	-35

(cont.)
SMILES	RGS8-Gao	RGS7-Gao	RGS4-Gao reg	Mcl1 Bid PPI
CNC(=O)N(O)C1N(/N=C/c2ccccc2O)C(=S)SC1(C)C (stereo not given)	102	?	97	-37
Cc1ccc(S(=O)(=O)NC(=O)Nc2nc(-c3ccc(F)c(F)c3)cs2)cc1	101	?	100	-28
Cc1ccc(C(=O)NCCc2ccccn2)cc1S(=O)(=O)N1CCOCC1	99	?	99	-47
CN(C)C=Nc1ccc(Cl)c(Cl)c1	99	?	91	-9
N#CCCN(Cc1ccccc1)C(=O)c1cccs1	104	?	108	20
CCc1cccc(C)c1NC(=S)N1CCCCC1c1cccnc1 (stereo not given)	101	?	100	-41
Cn1nc(NC(=O)CC(C)(C)CC(=O)O)c2ccccc21	101	?	98	-3
Cc1cccc(C(=O)Nc2sc(-c3ccccc3)cc2C(=O)O)c1	98	?	99	-3
CC(C)C[C@H](CO)Nc1nc(N(C)c2cccc(Cl)c2)c2ncn(C(C)C)c2n1	99	?	98	-56
CC(C)C(=O)Nc1c(-c2ccccc2)c(=O)c2ccccc2n1C	100	?	101	12
CCOC(=O)c1ccc(Nc2c(OCC)c(=O)c2=O)cc1	97	?	98	-8
C/C(Cc1ccccc1)=N/NC(=O)CNC(=O)C(c1ccccc1)c1ccccc1	103	?	106	-8
Cc1c(C(=O)N/N=C/c2ccccc2)[nH]c2c([N+](=O)[O-])cccc12	100	?	101	6
Cc1ccc(NC(=O)c2nc[nH]c2C(=O)N[C@@H](C)C(=O)OC(C)(C)C)cc1	100	?	100	-13
Oc1ccc(/C=N/N2CCN(C3c4ccccc4-c4ccccc43)CC2)cc1O	90	?	90	-75
Cc1ccc(N2C(=O)c3cccc4c(N)ccc(c34)C2=O)c2cccnc12	99	?	99	-59
N=c1ccn(Cc2c(Cl)cccc2Cl)cc1	102	?	98	3
CCC/C(C)=N\Nc1nc2c(c(=O)n(C)c(=O)n2C)n1C	100	?	105	-155
Nc1ccccc1SCc1ccccc1Cl	101	?	96	-16
O=C(O)c1cccc2c1C(=O)c1cccc3snc-2c13	98	?	95	7
Cc1ccc2c(c1)COc1c3ccc(C(=O)NC(C)C)cc3nn1-2	101	?	100	-57
CCCn1nc(NC(=O)c2ccco2)c2cc3cc(C)ccc3nc21	99	?	100	-2
COc1ccc(NC(=O)CN2CCN(C(=S)NC3CCCC3)CC2)cc1	109	?	110	-43
CC(NCc1ccccc1OC1CCCC1)c1ccccc1 (stereo not given)	101	?	96	-12
C=CCN1C(=O)C(Cc2ccccc2Cl)SC1=Nc1ccc(C(=O)O)cc1 (stereo not given)	99	?	113	-7

(next part)
SMILES	RGS8-Gao	RGS7-Gao	RGS4-Gao reg	Mcl1 Bid PPI
Cc1ccc(NC(=O)c2cc(-c3cccs3)nc3ccccc23)nc1	102	?	107	14
Cc1nc(C(=O)Nc2ccccc2)sc1C1(C)CC(c2cccnc2)=NO1 (stereo not given)	88	?	83	-34
Cn1nc(C(C)(C)C)cc1C(=O)NNC(=O)c1ccc(C(F)(F)F)cc1	101	?	97	-11
O=C(O)CCN1c2ccccc2Sc2ccccc21	103	?	108	-76
COCCn1c(C)cc(/C=C2/SC(=O)N(C(C)C(=O)OC)C2=O)c1C (stereo not given)	107	?	222*[activator]	-64
O=C(Nc1cccc(/C=C/c2nc3ccccc3c(=O)[nH]2)c1)c1ccccc1Cl	99	?	100	10
O=C(N/N=C/c1ccc2c(c1)OCCO2)c1ccncc1	99	?	102	-16
CCCCCCCNc1cccc(C)c1	96	?	100	-44
COc1ccc(/C=N/NC(=O)c2ccc3nc[nH]c3c2)c(OC)c1OC	100	?	100	-24
COC(C[C@H](O)CC(=O)[C@H](C)OCc1ccccc1)OC	95	?	98	-48
Cc1ccc2cc(COC(=O)c3cccc([N+](=O)[O-])c3)c(=O)[nH]c2c1	98	?	93	2
Cc1cccc(-n2c(O)c(C=Nc3ccccc3O)c3ccccc3c2=O)n1	104	?	122	-109
CC1(C)C2CCC1(C)C(OC(=O)c1ccccc1C(=O)O)C2 (stereo not given)	101	?	101	-11
CC(C)(C)C(=O)O/N=C(\N)COc1cccc(Cl)c1	97	?	96	-7
C=CCCN(C(CC(C)C)C(=O)OC)S(=O)(=O)c1cc(Br)ccc1Br (stereo not given)	88	?	79	-33
O=C(Nc1cccc2ccccc12)N1N=CCC1c1ccccc1 (stereo not given)	103	?	101	5
CCOc1ccc(NC(=O)Nc2cc(C(C)C)ccc2C)cc1	96	?	100	-57
CCOC(=O)c1c(-c2ccccc2)oc2ccc(OCC(=O)O)cc12	104	?	105	-5
Cc1c(O)c(CN(C)C)cc2c1oc(=O)c1ccccc12	99	?	96	-103
N#Cc1ccc(C23CC4(C2)[C@H](CN(Cc2ccc(-c5ccccc5)cc2)[C@@H]4c2ccccc2)C3c2ccc(C(F)(F)F)cc2)cc1 (stereo not given in full)	101	?	102	-16
CCC(=O)Nc1cccc(C2=NOC3(C2)C[C@@H](C(N)=O)N(C(=O)c2cc([N+](=O)[O-])cc([N+](=O)[O-])c2)C3)c1 (stereo not given in full)	104	?	104	9
Cc1ccc(-c2nc3c(c(=O)c4ccccc4n3C)c(=O)n2-c2ccc(F)cc2)cc1	98	?	92	15
O=C(OCc1cc2ccccc2[nH]c1=O)c1cccc([N+](=O)[O-])c1	99	?	99	-1
COc1cccc(SCc2noc(C(=O)NCc3ccccc3)c2C(=O)NCc2ccccc2)c1	99	?	105	-17
O=C(/C=C/c1ccc(Cl)c([N+](=O)[O-])c1)c1ccc(O)cc1	99	?	94	24

Continued:
SMILES	RGS8-Gao	RGS7-Gao	RGS4-Gao reg	Mcl1 Bid PPI
O=C(O)CNS(=O)(=O)c1cccc(Cl)c1	102	?	101	4
COc1ccc(/C=N/NC(=O)Cc2cccs2)cc1	92	?	89	-4
Cc1cc(OCC(=O)N(Cc2ccco2)C2CCS(=O)(=O)C2)cc(C)c1Cl (stereo not given)	100	?	96	-66
Cc1ccc(CSc2nccc(-c3c(C)nc4ccccn34)n2)cc1	101	?	100	-9
CN(CC(=O)NCc1ccco1)S(=O)(=O)c1ccc2c(c1)c(=O)n(C)c(=O)n2C	100	?	103	4
CC(C)CN1CCC(=O)N([C@H](CSc2ccc(Br)cc2)Cc2ccccc2)CC1	101	?	96	-61
Cc1ccc2[nH]c3c(c2c1)CN(C(=O)CN1CCCCC1)CC3	98	?	98	-96
COc1ccc(S(=O)(=O)N2CCOC2CNC(=O)C(=O)NCc2ccco2)cc1OC (stereo not given)	97	?	82	34
Oc1ccccc1N1CCN(c2nnnn2-c2ccccc2)CC1	100	?	95	-39
NC1=NC(c2ccccc2)N=C(Nc2ccccc2)N1 (stereo not given)	0.9*	?	-58*	-14
COc1ccc(-c2nnn(-c3cc(Cl)cc(Cl)c3)c2N)cc1	99	?	96	-23
CCOCCc1c(O)nc(SC)[nH]c1=O	102	?	97	-134
Cc1ccc2[nH]c(O)c(N=O)c2c1	102	?	102	30
Cc1csc2ncnc(N3CCN(C(=S)Nc4ccc(C(F)(F)F)cc4)CC3)c12	104	?	107	-54

One compound at a time (already shown). Screens in order: RGS8-Gao, RGS7-Gao, RGS4-Gao reg, Mcl1 Bid PPI
`COc1ccc(NC(=S)Nc2ccccc2)cc1` is listed as 99, ?, 102, -74
`O=C(NCC1CC1)Nc1cccs1` is listed as 100, ?, 102, -47
`CCSc1nc2sc3c(c2c2[n+]1CC(CBr)O2)CCCC3` (stereo not given) is listed as 97, ?, 100, 15
`CC(=O)Nc1sc(N/N=C\c2ccc(O)cc2)nc1-c1cccs1` is listed as 103, ?, 102, -71
`COc1ccc(/C=N/NC(=O)Cc2cccs2)cc1` is listed as 92, ?, 89, -4
